Bioassay records (PubChem)
PREPL inh – inhibits the human prolyl oligopeptidase-like enzyme; Q4J6C6; recombinant PREPL, fluorescence polarization activity-based probe; inhibition, % at 5.96 µM; hit rate 0.68% among 320,000; AID 2751; in the data active = inhibition above about 43%;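 note: 0% = enzyme with DMSO and 100% = wells lacking enzyme; many of its hits are not listed in these tables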
Target sequence (Q4J6C6 whole entry, looked up): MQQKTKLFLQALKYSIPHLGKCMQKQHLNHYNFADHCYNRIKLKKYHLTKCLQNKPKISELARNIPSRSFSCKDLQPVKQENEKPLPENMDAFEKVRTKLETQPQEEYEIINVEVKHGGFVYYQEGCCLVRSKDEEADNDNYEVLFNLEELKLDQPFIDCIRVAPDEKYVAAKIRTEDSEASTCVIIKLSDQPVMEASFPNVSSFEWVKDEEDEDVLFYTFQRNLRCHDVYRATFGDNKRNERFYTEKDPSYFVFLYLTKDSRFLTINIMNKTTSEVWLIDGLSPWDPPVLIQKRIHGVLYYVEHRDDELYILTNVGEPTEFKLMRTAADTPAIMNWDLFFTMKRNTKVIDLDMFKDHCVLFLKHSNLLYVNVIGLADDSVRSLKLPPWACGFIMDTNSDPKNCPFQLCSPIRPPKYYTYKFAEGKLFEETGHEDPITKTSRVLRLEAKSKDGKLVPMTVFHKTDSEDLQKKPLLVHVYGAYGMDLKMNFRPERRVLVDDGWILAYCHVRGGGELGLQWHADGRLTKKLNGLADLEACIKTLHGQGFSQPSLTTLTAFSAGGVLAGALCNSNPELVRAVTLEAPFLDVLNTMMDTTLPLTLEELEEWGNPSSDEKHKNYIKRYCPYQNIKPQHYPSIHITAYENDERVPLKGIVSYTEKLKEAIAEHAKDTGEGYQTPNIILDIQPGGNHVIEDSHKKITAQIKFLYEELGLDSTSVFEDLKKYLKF
Efflux pump mplx – antifungal efflux pump inhibition, Nile Red retention | inhibition, % at 10 µM | hit rate 0.44% among 330,000 | S. cerevisiae Candida pump triplex;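 active = plate passing quality check with inhibition over a set limit, or well fluorescence over plate mean plus 4 SD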;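 note: Nile Red retained in pooled yeast measured as flow cytometry median fluorescence; 0% = buffer negative control and 100% = Enniatin B positive control; higher means more Nile Red kept so more efflux inhibition; some compounds called inactive have numbers as strong as hits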
LYPLA2 counter – LYPLA2 (human) inhibition in PME1 counter-screen; hit rate 0.38% among 320,000; recombinant LYPLA2, FP-Rh probe fluorescence polarization; inhibition, % at 5.9 µM; AID 2177; O95372;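 active = inhibition above the screen-wide mean plus 3 SD, limit set per campaign, cut at about 26% in these data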;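 note: 0% = LYPLA2 with DMSO and 100% = wells lacking LYPLA2 enzyme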
Target sequence (O95372 whole entry, looked up): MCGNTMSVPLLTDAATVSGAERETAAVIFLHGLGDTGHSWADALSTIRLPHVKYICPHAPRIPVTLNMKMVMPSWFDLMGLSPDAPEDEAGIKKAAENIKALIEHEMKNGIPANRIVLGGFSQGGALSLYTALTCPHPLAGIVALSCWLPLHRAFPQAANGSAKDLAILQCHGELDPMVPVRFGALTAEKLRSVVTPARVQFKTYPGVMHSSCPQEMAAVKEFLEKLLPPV
TPT1 inh – blocks Candida albicans tRNA 2'-phosphotransferase | recombinant caTPT1, FP RNA substrate dephosphorylation | inhibition, % at 5 µM | hit rate 0.81% among 300,000 | AID 1962;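 active = inhibition above the mean of all tested compounds plus 3 SD, set per screening campaign, cut at about 24% in these data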;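 note: plate controls were DMSO alone for no effect and ferristatin control at 100 nM for full effect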
CTSL1 counter – counter-screen for PFM18AAP inhibitors: inhibitors of F. hepatica cathepsin L1; recombinant F. hepatica cathepsin L1, Z-Leu-Arg-MCA fluorescence; inhibition, % at 5.96 µM; hit rate 0.49% among 300,000; AID 1906;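 active = inhibition above the mean of all tested compounds plus 3 SD, set per screening campaign, cut at about 17% in these data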;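 note: 0% = plate median of test compound wells and 100% = 1 µM Z-Phe-Ala-diazomethylketone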
GASC-1 inh – inhibitors of human GASC-1 (JMJD2C) demethylase. Q9H3R0. GST-JMJD2C(1-420) H3K9me3 demethylation, DELFIA europium. inhibition, % at 2.35 µM. hit rate 0.069% among 330,000. AID 2099;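 active = more than half of a compound's replicate wells show inhibition beyond 50%, single wells judged on their own value; inconclusive = some, but no more than half, of replicates pass 50% inhibition; inactive = no replicate passes 50% inhibition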;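 note: signal counts dimethyl H3K9 product captured on neutravidin plate; 0% = median of DMSO wells and 100% = 0.3 times that DMSO median; strong numbers were not always called active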
PP5 inh – inhibitors of human protein phosphatase 5 (PP5); P53041; purified PP5c, OMFP substrate fluorescence; inhibition, % at 6.7 µM; hit rate 0.18% among 320,000;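 active = inhibition above the campaign's mean inhibition across all tested compounds plus 3 SD, cut at about 9.5% in these data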;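 note: 0% = DMSO only and 100% = 100 µM cantharidin control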
PP1 counter – blocks human PP1-alpha phosphatase, a PP5 counter-screen; P62136; purified PP1alpha, OMFP fluorescence; inhibition, % at 6.7 µM; hit rate 0.9% among 320,000;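 active = inhibition above the mean inhibition of all tested compounds plus 3 SD, computed separately for each screening campaign, cut at about 15% in these data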
core dimer inh – HCV core protein dimerization inhibition; TR-FRET GST/Flag-core106 dimerization, 1536-well; hit rate 0.33% among 300,000; inhibition, % at 5 µM; AID 1899;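 active = inhibition above the mean of all tested compounds plus 3 SD, set per screening campaign, cut at about 45% in these data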
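Assay system: GST-tagged and Flag-tagged HCV core protein residues 1-106 / Times: compound-protein-antibody incubation 4 h at 22.5 °C / Signal: time-resolved FRET, ex 340 nm, em 617 and 671 nm / Evaluation: % inhibition based on acceptor/donor emission ratio / Benchmarks: wells lacking GST-core106 and wells with excess unlabelled core106 / Repeats: singlicate, one well per compound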
Starred values were filed as active, the others as inactive; ? = inconclusive; · = not tested or not shown; & = joins results of further samples. The list is partial. The share of hits here may be higher or lower than overall.

SMILES | PREPL inh | Efflux pump mplx | LYPLA2 counter | TPT1 inh | CTSL1 counter | GASC-1 inh | PP5 inh | PP1 counter | core dimer inh
O=C(c1cccs1)N1CCCC(c2nc3c(nnn3Cc3cccc(Cl)c3)c(=O)[nH]2)C1 (stereo not given) | -1.9 | -0.1 | 0.1 | -1.2 | 0.3 | 4.5 | -0.7 | -0.5 | 16.8
O=C1CCN(Cc2ccccc2)CCN1[C@H](CSc1ccccc1)Cc1ccccc1 | 12.0 | 0.2 | 3.4 | 2.4 | -0.6 | 2.9 | 2.9 | 5.3 | -6.5
c1ccc(Cn2nnnc2C(c2ccccc2)N2CCN(c3nc4ccccc4s3)CC2)cc1 (stereo not given) | 26.6 | 0.0 | 1.3 | 2.1 | 0.2 | -11.3&-8.1 | 1.3 | -1.4 | 18.0
O=C(COc1ccc(Br)cc1)N1CCC(c2ccccc2)C1 (stereo not given) | -39.1 | 0.6 | 3.0 | 1.4 | -4.4 | -3.1 | 3.5 | 0.9 | 4.6
COc1ccccc1N1CCN(C(=O)CN2C(=O)c3cccc4cccc(c34)C2=O)CC1 | -1.5 | 0.0 | 3.2 | -2.2 | 3.0 | -1.3 | 1.1 | -2.4 | 9.3
O=C1NCCCC1C(=O)N/N=C/c1cccc([N+](=O)[O-])c1 (stereo not given) | 1.0 | 0.0 | -0.8 | -2.3 | 3.6 | -8.2 | 2.6 | -5.9 | 5.2
COc1ccccc1NS(=O)(=O)c1cc(NC(=S)NCC2CCCO2)ccc1C (stereo not given) | -6.8 | 0.0 | -1.8 | -3.8 | 2.9 | 0.7 | 1.5 | -0.4 | 0.6
Cc1nn(C)c(Oc2ccccc2)c1CCNC(=O)CC(C)C | 12.5 | 0.0 | 1.5 | 0.2 | -2.4 | -12.1 | 2.1 | -3.3 | -6.2
CN(C)CCNC(C(=O)Nc1cccc(S(=O)(=O)N2CCOCC2)c1)c1ccccc1 (stereo not given) | 1.1 | 0.0 | -6.3 | · | · | 4.5 | 0.8 | 2.4 | ·
Cc1oc(-c2ccccc2F)nc1CS(=O)(=O)CC(=O)NC1CCCC(C)C1C (stereo not given) | -4.2 | 0.0 | -2.4 | 3.6 | 0.4 | 59.1 | -0.3 | -0.8 | 0.0
Cc1cc(SCC(=O)OCC(=O)N(C)c2ccccc2)nc2ccccc12 | 25.8 | -0.1 | 4.1 | -1.2 | 2.9 | -12.3 | 2.3 | 10.1 | 6.3
CCOC(=O)C1CCN(C(=O)c2cc(COc3ccc(OC)c4ccccc34)on2)CC1 | 14.9 | 0.1 | 7.5 | -2.2 | -3.3 | 15.3 | 2.6 | -2.2 | 0.1
COc1ccc(C(=O)NC(=S)Nc2ccc3oc(=O)ccc3c2)cc1OC | 5.8 | 0.7 | -5.5 | 0.8 | -5.2 | -3.7 | 2.9 | -2.0 | -3.8
CC(C)(C)NC(=O)/C=N/O | 4.0 | 0.1 | -2.9 | -1.0 | -1.5 | -3.0 | -3.0 | -9.2 | 1.5
O=C(Nc1ccccc1C(=O)Nc1ccncc1)c1cccc([N+](=O)[O-])c1 | 3.9 | -2.0 | -5.1 | -0.5 | 1.7 | ? | -0.7 | -1.7 | -15.8
Cc1cc(C)n2nc(C(=O)OCC(=O)Nc3ccc(C)c(S(=O)(=O)N(C)C)c3)nc2n1 | 9.0 | -0.2 | 6.0 | · | · | -36.4 | -2.9 | -1.4 | ·
c1ccc(-c2cnc(-c3ccccc3)nc2)cc1 | 10.8 | -0.1 | 5.6 | -5.2 | 3.2 | -8.7 | 1.8 | -3.7 | 3.4
CC1(c2ccccc2)NC(=O)N(CC(=O)Nc2ccc(S(=O)(=O)Nc3ncccn3)cc2)C1=O (stereo not given) | -11.7 | -0.1 | 3.2 | 1.7 | -0.4 | -12.1 | -1.4 | -0.7 | -2.7
CC(=O)NC(C)Cc1cn(Cc2ccccc2)c2ccccc12 (stereo not given) | 10.7 | -0.1 | 9.5 | -0.3 | -0.5 | 0.6 | 2.0 | -0.9 | -0.1
Cc1onc(-c2ccccc2Cl)c1C(=O)Nc1ccccc1 | 12.2 | 0.7 | -4.2 | 3.1 | -0.1 | -20.8 | 1.1 | -2.3 | 0.4
NNC(=O)c1cn2ccccc2n1 | 13.8 | -0.1 | 4.4 | -1.7 | 1.8 | 4.8 | 2.4 | 7.2 | -7.5
CC(C)[C@H](NC(=O)c1ccccc1)C(=O)NCCc1ccccc1 | -4.0 | 0.0 | 1.3 | -1.2 | 11.1 | -4.7 | 2.9 | 0.5 | -8.8
COc1ccc(-n2c(=O)c(NC(=O)c3ccccc3)c3n(c2=S)CCCCC3)cc1 | 6.0 | -0.2 | 7.1 | 1.4 | 2.1 | 3.2 | 0.5 | 0.7 | -3.5
C=C(C)COc1ccc(-c2nc(N)ncc2-c2ccccc2OC)c(O)c1 | 11.4 | 0.0 | -4.8 | -1.0 | 1.9 | -3.8 | 5.2 | 4.3 | 6.0
CCn1ccnc1CN(C)C(=O)c1cc(COc2ccc(-n3cncn3)cc2)on1 | 4.8 | 0.1 | 3.9 | -0.9 | 0.1 | -4.2 | -2.7 | -4.9 | -2.3
COc1ccc(C(CNC(=O)c2ccc(NS(=O)(=O)c3ccc(F)c(C)c3)cc2)N2CCOCC2)cc1 (stereo not given) | -1.5 | -0.1 | -2.4 | -0.5 | 4.6 | -0.7 | 1.6 | -2.5 | 0.1
Cc1nn(-c2nc3ccccc3s2)c(N)c1Sc1ccc(F)cc1 | -4.3 | 0.0 | 1.1 | 1.8 | 2.6 | -2.2 | -0.9 | -0.6 | 0.5
O=c1cc(CSc2nnnn2-c2ccccc2)nc2nc[nH]n12 | 10.8 | 0.1 | -3.8 | 4.3 | -1.7 | -1.4 | 1.5 | -2.0 | -0.5
O=C(COc1ncnc2ccccc12)NCCC1=CCCCC1 | 15.1 | 0.0 | 0.2 | -0.7 | -1.9 | -5.0 | 2.2 | 3.4 | -1.9
Cc1ncc([N+](=O)[O-])n1CC(=O)N/N=C/c1ccc(F)cc1 | 8.5 | -0.2 | -2.2 | -2.6 | 10.9 | -33.1 | -1.2 | -1.3 | -1.2
CC(C)CC1(C)NC(=O)N(CC(=O)Nc2ccc3c(c2)CCC3)C1=O (stereo not given) | -15.9 | 0.1 | -1.7 | 2.8 | -12.6 | -8.3 | 0.2 | 2.6 | -3.9
O=C1NCCCC1C(=O)N/N=C/c1cccc(Cl)c1 (stereo not given) | 5.6 | 0.0 | -5.8 | 3.6 | 2.7 | 13.5 | -0.6 | -3.5 | 1.1
Cc1ccc(-c2nn(-c3ccccc3)cc2C(=O)Nc2ccc(C)c(S(=O)(=O)N3CCOCC3)c2)cc1 | -15.1 | -0.2 | -77.7 | -1.2 | -0.1 | -5.0 | 1.6 | 5.0 | 20.9
COc1ccc(C(C(=O)Nc2ccc(F)cc2)N(C(=O)Cn2nnc3ccccc32)C2CC2)cc1 (stereo not given) | -33.5 | 0.0 | -2.5 | 0.6 | 1.4 | -0.5 | 5.5 | 1.7 | 5.1
CC1CC(OCC(O)C[N+]2(C)CCOCC2)CC(C)(C)C1 (stereo not given) | -6.2 | -0.2 | 5.2 | 1.0 | 0.3 | 10.4 | -6.0 | 5.1 | -12.4
CCOC(=O)CN1C(=O)NC2(CCCc3ccccc32)C1=O (stereo not given) | 7.9 | -0.1 | -1.7 | -1.4 | 1.3 | 3.8 | 1.5 | -2.2 | 2.4
Clc1cccc(Nc2nc(-c3ccncc3)cs2)c1 | -9.3 | -0.2 | 1.6 | -0.8 | 2.2 | -2.6 | 3.1 | 16.7* | 2.6
O=C(Nc1ccc(S(=O)(=O)N2CCOCC2)cc1)c1ccc(=O)[nH]c1 | -6.3 | 0.1 | 10.3 | 0.2 | -4.3 | 3.3 | -2.4 | 0.0 | -0.5
Cc1sc2ncnc(N(C)Cc3cccs3)c2c1C | -1.0 | -0.1 | 1.4 | -0.2 | 5.6 | 1.6 | -0.2 | 2.1 | 1.6
O=[N+]([O-])c1ccc(Cl)c(S(=O)(=O)Nc2ccc(-c3ccc(N4CCCC4)nn3)cc2)c1 | -5.7 | 0.0 | -1.6 | -4.0 | 1.2 | 0.8 | 2.5 | 5.1 | 19.4
COc1cc(C(F)(F)F)nc2c(Br)c(C(C)(C)C)nn12 | 2.5 | 0.0 | 0.9 | -0.8 | -1.4 | -0.5 | 1.7 | -5.0 | 1.0
O=C(O)CCCCNCc1ccccc1 | 3.8 | 0.0 | 2.1 | 6.2 | -1.3 | 8.4 | -1.0 | -4.4 | 1.1
CC(Sc1ncnc2sc(-c3ccccc3)cc12)C(=O)N1CCNC1=O (stereo not given) | 9.2 | 0.0 | -7.4 | · | · | -4.6 | 3.0 | 1.4 | ·
O=C(NCCCN1CCOCC1)c1cc(S(=O)(=O)N2CCOCC2)c(Cl)cc1Cl | 10.1 | -0.1 | -3.8 | · | · | -3.6 | -1.1 | -1.9 | ·
COc1ccc(NC(=O)CSc2nccn2Cc2ccccc2)cc1 | -1.2 | 0.0 | 5.0 | 1.6 | 1.3 | 0.9 | 3.4 | 1.0 | 13.6
CCN(c1ccccc1)S(=O)(=O)c1cc2c(cc1C)NC(=O)CO2 | 15.2 | -0.1 | 4.1 | -5.1 | -4.4 | 8.7 | 2.8 | -2.5 | 16.5
Cc1ccc2nc(-c3ccc(NS(=O)(=O)c4c(C)n(C)c(=O)n(C)c4=O)cc3)sc2c1 | 11.6 | 0.0 | -1.5 | 3.5 | 5.0 | 10.1 | 1.6 | 6.3 | 15.7
CC(=O)NCCn1c(SCC(=O)NCC2CCCO2)nc2ccccc2c1=O (stereo not given) | -9.5 | 0.1 | 5.7 | -3.1 | 0.0 | 17.2 | 1.3 | -3.4 | -2.8
CCOc1ccc(N2C(=O)Cc3ccccc3C2=O)cc1 | 1.0 | -0.6 | 1.4 | -3.7 | -2.5 | 11.1 | 1.0 | 0.0 | 2.4
COc1ccc(-c2csc3nc(C)nc(N4CCC(C)CC4)c23)cc1OC | 16.6 | 0.1 | -0.3 | -3.9 | 5.2 | 1.7 | 3.4 | -3.4 | 0.9
COc1cccc(COC(=O)c2ccc3c(c2)NC(=O)C(C)S3)c1OC (stereo not given) | 11.9 | -0.1 | 0.0 | -1.8 | 6.9 | -6.3 | 0.7 | -1.6 | -4.8
CC(C)Nc1nnc(SCC(=O)Nc2ccc3c(c2)C(=O)c2ccccc2C3=O)s1 | 43.6* | 0.1 | 21.6 | 0.0 | -3.1 | -2.5 | 1.6 | 4.4 | 15.2
CCSc1nc2ccccc2n1CCC(=O)O | -15.3 | 0.0 | -3.6 | -1.9 | -1.4 | -2.0 | -0.6 | -1.1 | -1.0
Cc1cc(CNC(=O)Cc2c(F)cccc2Cl)nn1C | 3.7 | 0.1 | -1.8 | 2.3 | -2.5 | 17.9 | 0.4 | 1.1 | -0.1
COc1ccc(C/C(N)=N/OC(=O)Cc2ccc(OC)c(OC)c2)cc1 | 13.6 | -0.1 | 1.9 | -2.7 | -6.8 | -2.4 | 1.9 | -1.1 | -4.0
